Screens as filed in PubChem.
EP2 antag – inhibitors of human EP2 prostaglandin E2 receptor. P43116. C6 glioma cells expressing human EP2, cAMP TR-FRET; cells stimulated with saturating PGE2. inhibition, % at 25 µM. 260,000 tested, 0.52% active;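 active = percent inhibition above 40 after rounding to a whole number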;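 note: rat C6 glioma host cells with rolipram phosphodiesterase inhibitor present; the protocol text gives 20 µM as final concentration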
Target sequence (P43116 whole entry, looked up): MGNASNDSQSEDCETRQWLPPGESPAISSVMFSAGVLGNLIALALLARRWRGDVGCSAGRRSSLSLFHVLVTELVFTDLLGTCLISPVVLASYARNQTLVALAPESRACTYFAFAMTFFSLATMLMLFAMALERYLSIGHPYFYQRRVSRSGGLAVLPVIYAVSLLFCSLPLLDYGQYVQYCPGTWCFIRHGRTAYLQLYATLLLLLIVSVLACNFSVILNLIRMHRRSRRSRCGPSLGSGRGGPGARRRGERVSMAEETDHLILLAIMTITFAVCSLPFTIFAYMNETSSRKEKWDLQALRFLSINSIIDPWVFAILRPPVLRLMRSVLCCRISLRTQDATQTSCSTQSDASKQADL
eIF4E-4G inh – eIF4E/eIF4G interaction inhibition in translation initiation | TR-FRET eIF4E-eIF4GI(517-606) binding, 2 h | inhibition, % at 21.7 µM | P63073+Q04637 | 220,000 tested, 0.37% active | AID 782;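 active = inhibition above about 30%, limit read from the data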;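 note: 0% = full FRET control wells and 100% = background wells lacking eIF4GI fragment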
14-3-3 Bad PPI – disrupts binding of bovine 14-3-3 zeta to phospho-Bad peptide | P63103 | TR-FRET 14-3-3zeta/Dy647-pBad peptide displacement, 1 h | inhibition, % at 21.7 µM | 220,000 tested, 0.71% active;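 active = inhibition above about 70%, limit read from the data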;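 note: 0% = full 14-3-3 plus peptide FRET controls and 100% = background without 14-3-3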
Target sequence (P63103 whole entry, looked up): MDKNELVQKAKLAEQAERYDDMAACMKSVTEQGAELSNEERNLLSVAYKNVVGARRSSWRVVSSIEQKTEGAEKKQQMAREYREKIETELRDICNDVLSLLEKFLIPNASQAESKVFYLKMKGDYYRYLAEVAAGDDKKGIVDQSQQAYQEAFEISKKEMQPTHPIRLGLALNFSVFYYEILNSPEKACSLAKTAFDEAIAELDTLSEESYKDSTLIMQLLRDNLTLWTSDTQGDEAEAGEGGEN
zVAD death inh – blocks zVAD induced death of L929 cells | L929 zVAD necroptosis rescue, ATP luminescence, 24 h; with zVAD 60 µM | viability rescue, % at 10 µM | 220,000 tested, 0.38% active | AID 1377;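 active = activation, scaled between plate controls, above about 75%, limit read from the data; inactive = activation under that limit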;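 note: 0% = zVAD with DMSO and 100% = DMSO alone without zVAD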
TbHK1 inh – blocks Trypanosoma brucei hexokinase 1 activity; 220,000 tested, 0.11% active; recombinant TbHK1, G6PDH-coupled NADH A340; inhibition, % at 10 µM;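 active = inhibition of 50% or more in the single-dose primary screen; inactive = inhibition below 50%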
Calpain2 inh – blocks pig calpain II enzyme activity | 220,000 tested, 0.37% active | inhibition, % at 16 µM | AID 1236 | purified calpain II, fluorogenic peptide substrate, 30 min;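 active = inhibition above about 50%, limit read from the data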
EP2 modulator – modulates human prostaglandin E2 receptor EP2 signaling. P43116. EP2-expressing cells, cAMP HTRF FRET, PGE2 co-stimulation. induction, % at 25 µM. 260,000 tested, 0.83% active. AID 940;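 active = compounds whose cAMP rise, as percent of the full-agonist control response, exceeds 60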;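 note: rat C6 glioma line stably carrying human EP2 under a CMV promoter; the protocol text gives 20 µM as final concentration; 100% = response of wells given 1 µM PGE2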
Hck-Nef inh – human Hck-Nef kinase inhibition; P08631; Recombinant Hck-YEEI plus Nef, Z-Lyte FRET kinase assay; inhibition, % at 20 µM; 220,000 tested, 0.68% active; AID 463187;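 active = Hck-Nef kinase inhibition above about 50%, limit read from the data; inactive = inhibition below that limit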;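 note: 0% = DMSO with Hck plus Nef and 100% = Hck alone without Nef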
Rad51 HR inh – Rad51 (human) homologous recombination inhibition; 200,000 tested, 0.085% active; inhibition, % at 10 µM; hRad51 DNA strand exchange, fluorescence dequenching; AID 1385; Q06609;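 active = inhibition above 40% at the single screening dose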;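 note: 0% = DMSO control wells and 100% = blanks with heterologous ssDNA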
Target sequence (Q06609 whole entry, looked up): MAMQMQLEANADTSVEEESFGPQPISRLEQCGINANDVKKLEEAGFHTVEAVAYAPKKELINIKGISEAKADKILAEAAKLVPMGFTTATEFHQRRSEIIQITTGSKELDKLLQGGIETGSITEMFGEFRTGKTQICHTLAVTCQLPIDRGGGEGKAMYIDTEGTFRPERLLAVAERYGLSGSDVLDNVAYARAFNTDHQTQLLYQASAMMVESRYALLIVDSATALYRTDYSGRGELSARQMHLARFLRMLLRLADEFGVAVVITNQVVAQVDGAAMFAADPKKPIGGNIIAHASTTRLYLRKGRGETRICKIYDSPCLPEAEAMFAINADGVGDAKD
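Read-out basis: percent inhibition relative to plate controls and blanks / Assay system: human Rad51 nucleoprotein filaments preassembled on unlabelled ssDNA / Timing: filaments 15 min 37 °C, then compound 30 min / Control set: per-plate controls and blanks / Technique: fluorescence dequenching at 485/520 nm / Compound: 10 µM final, single point / Also added: Fluorescein- and BHQ1-tagged 47-mer duplex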
Active calls of the source: *; [ ] = another dose, or the depositor's remark. These rows are one share of the data; the hit share may differ from the screen's.

Results for O=C(Nc1ccc(C(=O)O)cc1)/C(=C/c1ccc2c(c1)OCO2)NC(=O)c1cccc(Br)c1 ?
EP2 antag: 4; eIF4E-4G inh: 1; 14-3-3 Bad PPI: 3; zVAD death inh: -0.7; TbHK1 inh: -41; Calpain2 inh: -23; EP2 modulator: 4; Hck-Nef inh: 17; Rad51 HR inh: -1

Results for COc1cccc(C2=NOC(C(=O)N3CCN(C(=O)c4ccco4)CC3)C2)c1 (stereo not drawn) ?
EP2 antag: 9; eIF4E-4G inh: -4; 14-3-3 Bad PPI: 2; zVAD death inh: 77*; TbHK1 inh: 4; Calpain2 inh: -15; EP2 modulator: 26; Hck-Nef inh: -3; Rad51 HR inh: -6

How did Cc1ccc(S(=O)(=O)N2CC=C(c3ccc(F)cc3)CC2)cc1 do in these assays?
EP2 antag: 3; eIF4E-4G inh: 5; 14-3-3 Bad PPI: 8; zVAD death inh: 0.4; TbHK1 inh: 7; Calpain2 inh: 0; EP2 modulator: -4; Hck-Nef inh: 2; Rad51 HR inh: -7

What do the screens show for `CSc1nnc(-c2ccccc2Cl)n1N`?
EP2 antag: 12; eIF4E-4G inh: 9; 14-3-3 Bad PPI: -7; zVAD death inh: -0.5; TbHK1 inh: 4; Calpain2 inh: -11; EP2 modulator: -11; Hck-Nef inh: 1; Rad51 HR inh: 14

What do the screens show for `Cc1ccc(/C=C/C(=O)NCc2ccccn2)o1`?
EP2 antag: 7; eIF4E-4G inh: 20[fluorescence artefact?]; 14-3-3 Bad PPI: 6[fluorescence artefact?]; zVAD death inh: 0.0; TbHK1 inh: -7; Calpain2 inh: -19; EP2 modulator: -6; Hck-Nef inh: 12; Rad51 HR inh: 28

What do the screens show for `CCOC(=O)CSc1nnc(-c2ccco2)n1-c1ccc(C)cc1`?
EP2 antag: 6; eIF4E-4G inh: -4; 14-3-3 Bad PPI: -10; zVAD death inh: 0.0; TbHK1 inh: 5; Calpain2 inh: 21; EP2 modulator: 23; Hck-Nef inh: 1; Rad51 HR inh: -1

How did Nc1nnc(SCC(=O)NCc2ccc3c(c2)OCO3)s1 do in these assays?
EP2 antag: 15; eIF4E-4G inh: -1; 14-3-3 Bad PPI: 1; zVAD death inh: -0.3; TbHK1 inh: 1; Calpain2 inh: 19; EP2 modulator: -7; Hck-Nef inh: -10; Rad51 HR inh: 2

Results for CCS(=O)(=O)N1CCCC(C(=O)NCCN2CCC(Cc3ccccc3)CC2)C1 (stereo not drawn) ?
eIF4E-4G inh: 0[fluorescence artefact?]; 14-3-3 Bad PPI: 4; zVAD death inh: 0.6; TbHK1 inh: 4; Calpain2 inh: -30; EP2 modulator: 18; Hck-Nef inh: 2

What do the screens show for `O=C(CC1Nc2ccccc2NC1=O)NCc1cccnc1` (stereo not drawn)?
eIF4E-4G inh: -1; 14-3-3 Bad PPI: 2; zVAD death inh: 1.7; TbHK1 inh: -15; Calpain2 inh: -46; EP2 modulator: 21; Hck-Nef inh: 0

How did COc1cc2[nH]c(=S)nc(NCC3CCCO3)c2cc1OC (stereo not drawn) do in these assays?
EP2 antag: 15; eIF4E-4G inh: 2; 14-3-3 Bad PPI: 6; zVAD death inh: 0.9; TbHK1 inh: -7; Calpain2 inh: -25; EP2 modulator: -8; Hck-Nef inh: 1; Rad51 HR inh: 1

How did CCOC(=O)c1sc(NC(=O)CSc2n[nH]c(-c3ccc(Cl)cc3Cl)n2)c(C#N)c1C do in these assays?
EP2 antag: 8; eIF4E-4G inh: -19; 14-3-3 Bad PPI: 8[fluorescence artefact?]; zVAD death inh: 0.3; TbHK1 inh: -1; Calpain2 inh: -63; EP2 modulator: -25; Hck-Nef inh: 0; Rad51 HR inh: -2

Results for O=C(O)c1cccc(NC2=C(Cl)C(=O)c3ccccc3C2=O)c1 ?
EP2 antag: 14; eIF4E-4G inh: 5; 14-3-3 Bad PPI: 13; zVAD death inh: -0.8; TbHK1 inh: -4; Calpain2 inh: 26; EP2 modulator: -59; Hck-Nef inh: 11; Rad51 HR inh: 4

Results for O=C(CSC1=NCCS1)N1CCc2ccccc21 ?
EP2 antag: 3; eIF4E-4G inh: -6; 14-3-3 Bad PPI: 7[fluorescence artefact?]; zVAD death inh: -0.6; TbHK1 inh: 4; Calpain2 inh: 13; EP2 modulator: 11; Hck-Nef inh: -1; Rad51 HR inh: 1

Results for Cc1ccc(Cn2cccc(-c3nc4ccccc4s3)c2=O)cc1 ?
EP2 antag: 2; eIF4E-4G inh: -25; 14-3-3 Bad PPI: 16; zVAD death inh: 0.0; TbHK1 inh: -6; Calpain2 inh: inactive; EP2 modulator: -21; Hck-Nef inh: 123*; Rad51 HR inh: 10

What do the screens show for `CCOC(=O)c1cc2occc2n1Cc1c(F)cccc1Cl`?
EP2 antag: 19; eIF4E-4G inh: 3; 14-3-3 Bad PPI: 1[fluorescence artefact?]; zVAD death inh: -0.1; TbHK1 inh: 2; Calpain2 inh: 11; EP2 modulator: 44; Hck-Nef inh: 0; Rad51 HR inh: -4

Results for Cc1ccc(SCC(=O)NN2C(=O)c3ccccc3C2=O)cc1 ?
EP2 antag: 11; eIF4E-4G inh: 0; 14-3-3 Bad PPI: -3; zVAD death inh: 1.4; TbHK1 inh: 0; Calpain2 inh: 10; EP2 modulator: 23; Hck-Nef inh: 3; Rad51 HR inh: 2

How did CN(/C=C/C(=O)C(F)(F)C(F)(F)F)Cc1ccccc1 do in these assays?
EP2 antag: 8; eIF4E-4G inh: -24; 14-3-3 Bad PPI: -20; zVAD death inh: -0.1; TbHK1 inh: -25; Calpain2 inh: 9; EP2 modulator: -2; Hck-Nef inh: 2; Rad51 HR inh: 1

What do the screens show for `Cc1nn(C)cc1CN(C)Cc1ccc(OCC(O)CN2CCCCC2)cc1` (stereo not drawn)?
EP2 antag: 5; eIF4E-4G inh: 2; 14-3-3 Bad PPI: -3; zVAD death inh: 0.3; TbHK1 inh: -6; Calpain2 inh: 13; EP2 modulator: -15; Hck-Nef inh: -6

Results for CCCCN(CC)C(=O)CSc1cc(=O)n(C)c2ccccc12 ?
EP2 antag: 5; eIF4E-4G inh: 1; 14-3-3 Bad PPI: 1; zVAD death inh: -0.3; TbHK1 inh: -9; Calpain2 inh: -15; EP2 modulator: 16; Hck-Nef inh: 0; Rad51 HR inh: 2

Results for Cc1ccc(/C=C/C(=O)Nc2cccc3ncccc23)o1 ?
EP2 antag: -4; eIF4E-4G inh: 3; 14-3-3 Bad PPI: -9; zVAD death inh: 0.2; TbHK1 inh: -39; Calpain2 inh: 37; EP2 modulator: 2; Hck-Nef inh: 0; Rad51 HR inh: -1

What do the screens show for `COc1ccc(N(C)C(=O)CCS(=O)(=O)c2cccc3nonc23)c(OC)c1`?
EP2 antag: 1; eIF4E-4G inh: 6[fluorescence artefact?]; 14-3-3 Bad PPI: -8[fluorescence artefact?]; zVAD death inh: 0.4; TbHK1 inh: -3; Calpain2 inh: 22; EP2 modulator: 7; Hck-Nef inh: 3; Rad51 HR inh: 11

How did CC1(C)CC2(CC(C)(C(=O)CSc3nc4ccccc4s3)OC2=O)C(=O)O1 (stereo not drawn) do in these assays?
EP2 antag: 1; eIF4E-4G inh: 3; 14-3-3 Bad PPI: 5; zVAD death inh: -0.1; TbHK1 inh: 1; Calpain2 inh: 20; EP2 modulator: 10; Hck-Nef inh: 2; Rad51 HR inh: -5

What do the screens show for `CCOc1cc(/C=C(\CC(=O)O)c2nc3ccccc3s2)ccc1OC`?
EP2 antag: 6; eIF4E-4G inh: 2; 14-3-3 Bad PPI: 2; zVAD death inh: 0.9; TbHK1 inh: -12; Calpain2 inh: -24; EP2 modulator: 7; Hck-Nef inh: 10; Rad51 HR inh: -61

How did O=C(CSc1nncn1-c1ccccn1)Nc1cccc(Cl)c1 do in these assays?
EP2 antag: 3; eIF4E-4G inh: 2; 14-3-3 Bad PPI: -10; zVAD death inh: 0.4; TbHK1 inh: 3; Calpain2 inh: -9; EP2 modulator: -18; Hck-Nef inh: 21; Rad51 HR inh: -3

Results for Cc1cccc2nc(-c3ccco3)c(Nc3ccc4c(c3)OCCO4)n12 ?
EP2 antag: 10; eIF4E-4G inh: 0; 14-3-3 Bad PPI: -13; zVAD death inh: -0.3; TbHK1 inh: -17; Calpain2 inh: -50; EP2 modulator: -4; Hck-Nef inh: 20; Rad51 HR inh: -10

How did CC(NCC1COc2ccccc2O1)C(=O)NCc1ccccc1 (stereo not drawn) do in these assays?
EP2 antag: 0; eIF4E-4G inh: 2; 14-3-3 Bad PPI: 17; zVAD death inh: 7.9; TbHK1 inh: -3; Calpain2 inh: -53; EP2 modulator: 0; Hck-Nef inh: 23; Rad51 HR inh: -10

What do the screens show for `CCOc1ccccc1N1CCN(S(=O)(=O)c2ccc(F)c(F)c2)CC1`?
EP2 antag: 6; eIF4E-4G inh: -4; 14-3-3 Bad PPI: -2; zVAD death inh: 0.0; TbHK1 inh: 3; Calpain2 inh: -5; EP2 modulator: 26; Hck-Nef inh: 2; Rad51 HR inh: 0

How did Cc1ccccc1-n1nc2c(c1NC(=O)c1cc3ccccc3oc1=O)CS(=O)(=O)C2 do in these assays?
EP2 antag: 8; eIF4E-4G inh: 6; 14-3-3 Bad PPI: 7; zVAD death inh: -0.1; TbHK1 inh: 5; Calpain2 inh: -10; EP2 modulator: 1; Hck-Nef inh: 1; Rad51 HR inh: 0

Results for CC(Cn1cnc2ccccc21)C(=O)O (stereo not drawn) ?
EP2 antag: 2; eIF4E-4G inh: 0; 14-3-3 Bad PPI: -7[fluorescence artefact?]; zVAD death inh: 0.2; TbHK1 inh: 8; Calpain2 inh: -19; EP2 modulator: 21; Hck-Nef inh: 7; Rad51 HR inh: 0

How did O=C(COc1ccccc1Br)NC1CCCC1 do in these assays?
EP2 antag: 4; eIF4E-4G inh: -1; 14-3-3 Bad PPI: 0; zVAD death inh: 1.1; TbHK1 inh: -2; Calpain2 inh: -3; EP2 modulator: -2; Hck-Nef inh: 0; Rad51 HR inh: 10

Results for O=[N+]([O-])c1cccc(-n2nnnc2CN2CCCC2)c1 ?
EP2 antag: 6; eIF4E-4G inh: 1; 14-3-3 Bad PPI: 4; zVAD death inh: 0.0; TbHK1 inh: 2; Calpain2 inh: 12; EP2 modulator: -14; Hck-Nef inh: 27; Rad51 HR inh: 1

What do the screens show for `CCn1c(O)c(N=NC(=O)CNc2ccc(C)cc2)c2ccccc21`?
EP2 antag: 4; eIF4E-4G inh: 7; 14-3-3 Bad PPI: -16; TbHK1 inh: -23; Calpain2 inh: 1; EP2 modulator: 28; Hck-Nef inh: 5; Rad51 HR inh: -22

Results for N#CC1=C2C=CC=CN2CC1=O ?
EP2 antag: 2; eIF4E-4G inh: 1; 14-3-3 Bad PPI: 7; zVAD death inh: -0.2; TbHK1 inh: -4; Calpain2 inh: -277; EP2 modulator: -14; Hck-Nef inh: 2; Rad51 HR inh: -9

How did O=C(Nc1ccccc1Oc1ccccc1)c1ccccc1F do in these assays?
EP2 antag: 5; eIF4E-4G inh: 6[fluorescence artefact?]; 14-3-3 Bad PPI: -13; zVAD death inh: 0.5; TbHK1 inh: 26; Calpain2 inh: 3; EP2 modulator: 68*; Hck-Nef inh: -3; Rad51 HR inh: -5

2 records drawn at random from the list so far, as already listed:
Results for O=[N+]([O-])c1cccc(-n2nnnc2CN2CCCC2)c1 ?
EP2 antag: 6; eIF4E-4G inh: 1; 14-3-3 Bad PPI: 4; zVAD death inh: 0.0; TbHK1 inh: 2; Calpain2 inh: 12; EP2 modulator: -14; Hck-Nef inh: 27; Rad51 HR inh: 1

How did COc1cc2[nH]c(=S)nc(NCC3CCCO3)c2cc1OC (stereo not drawn) do in these assays?
EP2 antag: 15; eIF4E-4G inh: 2; 14-3-3 Bad PPI: 6; zVAD death inh: 0.9; TbHK1 inh: -7; Calpain2 inh: -25; EP2 modulator: -8; Hck-Nef inh: 1; Rad51 HR inh: 1
